Platelet DG rel = platelet dense granule release activity | human platelet-rich plasma, SFLLRN dense granule ATP release, luminescence | inhibition, %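 (compounds screened at 7.5 µM in platelet-rich plasma)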 | 0.22% of 300,000 active;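 active = mean replicate score, as percent of positive control, at or above 50; inconclusive = mean below 50 but at least one replicate at or above 50; inactive = mean and every replicate below 50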
AI-2 QS modul = Vibrio harveyi AI-2 quorum sensing modulation; activity change, % at 7.5 µM; Vibrio harveyi JMH597 AI-2 luminescence/OD600 ratio, 9 h; hits give low values; strain lacks LuxN and CqsS sensors; 0 = neutral-control median; AID 2094; 0.4% of 300,000 active; in the data active = activity change below about -75%, passing the limit was not always enough; inconclusive = no clear call, values can overlap the other calls;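 also: luminescence divided by OD600 gain over 9 h not by final OD600 alone; inactives centre near 13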
HSF1 inhib = HSF1 inhibition; NIH3T3-HGL HSE-luciferase, MG132-induced, luminescence 8 h; hits give low values; activity change, negative = inhibition, % at 7.5 µM (by protocol); 0.77% of 300,000 active; AID 2098;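 active = more than half of replicate wells show activity change below -50%, luminescence cut by over half; inconclusive = some wells, but at most half, below -50%; inactive = no replicate well below -50%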;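 also: luciferase reports HSF-1 transcriptional activity via heat shock element; 0% = median of DMSO wells and -100% = zero luminescence signal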
HSF1 activator = increases HSF-1 driven luciferase reporter signal; NIH3T3-HGL HSF-1 luciferase reporter, MG132, 8 h; 100% = twice DMSO control signal; 1.7% of 300,000 active; activation, % at 9 µM;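 active = mean replicate activation of at least 50% with a set share of replicates each reaching 50%; inconclusive = only one of those two conditions met; inactive = mean below 50% and too few replicates reaching it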;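 also: 0% = median of the neutral control wells and 100% = twice that signal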
DYRK1A inh = Dyrk1A (rat) kinase inhibition | 0.43% of 310,000 active | inhibition, % at 12.5 µM | Q63470 | ADP-Glo luminescence, NFATc1 peptide; in the data active = inhibition above about 50%;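 also: plate controls were vehicle with enzyme for no effect and no enzyme for full effect; many of its hits are not listed in these tables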
HSP90 refold inh = blocks HSP90-mediated luciferase refolding in reticulocyte lysate; Rabbit reticulocyte lysate, luciferase refolding luminescence, 3 h; inhibition, % at 5.6 µM; 0.91% of 290,000 active; AID 1789;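 active = inhibition above the screen-wide mean plus 3 SD, computed separately per campaign, cut at about 16% in these data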;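 also: 0% = DMSO wells and 100% = 60 µM geldanamycin wells; inhibitors lower the luminescence because luciferase stays unfolded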
GSK3A inh = inhibitors of human GSK-3 alpha kinase | 0.1% of 320,000 active | inhibition, % at 10 µM | ADP-Glo luminescence, 60 min;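 in the data active = inhibition above about 50%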;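 also: GST-tagged GSK-3 alpha with peptide substrate and 25 µM ATP; 0% = DMSO neutral wells and 100% = GW8510 positive control wells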
Target sequence (P49840 whole entry, looked up): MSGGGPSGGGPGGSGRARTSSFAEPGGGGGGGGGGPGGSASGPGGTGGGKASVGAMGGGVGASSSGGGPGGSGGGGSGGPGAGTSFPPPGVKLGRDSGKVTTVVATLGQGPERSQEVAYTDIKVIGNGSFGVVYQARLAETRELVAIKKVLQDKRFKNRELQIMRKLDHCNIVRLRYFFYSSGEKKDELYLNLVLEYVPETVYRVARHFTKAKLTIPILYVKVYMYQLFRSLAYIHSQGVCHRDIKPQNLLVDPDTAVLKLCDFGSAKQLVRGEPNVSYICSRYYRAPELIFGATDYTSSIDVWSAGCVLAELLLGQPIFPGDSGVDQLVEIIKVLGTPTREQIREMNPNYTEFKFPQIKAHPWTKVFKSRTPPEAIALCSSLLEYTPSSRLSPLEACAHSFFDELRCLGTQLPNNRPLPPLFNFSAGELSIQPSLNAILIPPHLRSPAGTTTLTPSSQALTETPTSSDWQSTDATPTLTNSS
HDAC3 inhib = human HDAC3 inhibition. O15379. recombinant HDAC3, fluorogenic peptide/trypsin coupled, fluorescence. inhibition, % at 8.3 µM. 0.15% of 320,000 active. AID 2718; in the data active = inhibition above about 26%, passing the limit was not always enough; inconclusive = no clear call, values can overlap the other calls
Target sequence (O15379 whole entry, looked up): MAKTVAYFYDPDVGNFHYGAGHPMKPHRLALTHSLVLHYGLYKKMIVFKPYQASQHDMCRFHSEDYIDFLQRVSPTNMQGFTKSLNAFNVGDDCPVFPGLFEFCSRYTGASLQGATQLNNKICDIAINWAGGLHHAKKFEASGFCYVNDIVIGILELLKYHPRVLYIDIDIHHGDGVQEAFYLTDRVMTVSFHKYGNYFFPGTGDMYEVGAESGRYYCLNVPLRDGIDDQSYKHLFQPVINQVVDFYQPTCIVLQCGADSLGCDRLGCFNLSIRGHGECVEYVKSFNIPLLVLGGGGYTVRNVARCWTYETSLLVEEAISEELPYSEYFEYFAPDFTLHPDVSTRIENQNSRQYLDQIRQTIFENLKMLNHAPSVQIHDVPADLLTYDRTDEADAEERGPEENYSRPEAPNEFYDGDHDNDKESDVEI
GSK3B inh = human GSK3beta kinase inhibition. GST-GSK3beta kinase, ADP-Glo luminescence, 60 min; hits give low values. AID 2097. activity score (negative = inhibition), % at 10 µM. 0.038% of 300,000 active;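 active = more than half of replicate wells score below -50%, meaning over 50% inhibition versus plate controls; inconclusive = some replicates but at most half score below -50%; inactive = no replicate scores below -50%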;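 also: 0% = median DMSO wells and -100% = median GW8510 positive control wells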
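Test system: GST-tagged human GSK3beta kinase, cell-free; evaluation: activity score scaled between in-plate DMSO and GW8510 controls; measured by: ADP-Glo luminescence; incubation: 60 min reaction, RT; benchmarks: DMSO and 20 µM GW8510; reagent: peptide substrate plus 25 µM ATP (final); medium: Tris/MgCl2 kinase buffer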
PolyA inhibitor = yeast polyadenylation inhibition; S. cerevisiae SKY197-pL101 polyadenylation reporter, beta-gal luminescence; efflux-impaired pdr1/pdr3 knockout yeast; score 100 = 6 SD above DMSO; calls only at 12 µM; 0.02% of 300,000 active; AID 1875;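 active = lowest replicate activity score at least 50, where 100 means six control SD above control mean; inconclusive = lowest score under 50 but half or more replicates reach 50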;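 also: yeast exposed to compound for 9 h at 30 °C; higher score means more reporter readthrough which indicates perturbed polyadenylation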
* marks the source's active call; other numbers are inactive results; i = inactive; ? = inconclusive; · = no result given. Only part of the results is shown; rates above refer to the full screens.

Platelet DG rel	AI-2 QS modul	HSF1 inhib	HSF1 activator	DYRK1A inh	HSP90 refold inh	GSK3A inh	HDAC3 inhib	GSK3B inh	PolyA inhibitor	SMILES
11	-1	-3	6	9	-1	-3	2	5	i	COc1ccc(NC(=O)COC(=O)C(CC(C)C)N2C(=O)C3CC=CCC3C2=O)cc1Cl (stereo not given)
-2	12	4	4	2	1	-5	-2	0	i	COc1ccccc1N(CC(O)COc1ccc(C)cc1)S(=O)(=O)c1ccccc1 (stereo not given)
10	41	-4	7	4	2	-1	-8	2	i	CCCn1c(SCC(=O)Nc2nc3c(s2)CCCC3)nc2c1c(=O)n(C)c(=O)n2C
-1	7	3	11	-7	0	0	-16	1	i	COc1cccc(C2c3[nH]c4ccccc4c3CCN2Cc2cnn(C)c2)c1 (stereo not given)
·	9	-3	8	3	0	0	-5	1	i	Cc1cccc(CC(=O)N2CCOCC2)c1
-2	14	6	27	3	-2	0	-3	0	i	C=CCn1c(SCC(=O)NCc2ccco2)nc2ccccc2c1=O
-9	5	-1	-4	3	·	-1	-6	2	i	COc1cccc(NC(=O)CN(C)C(=O)C2CCN(C(=O)c3ccccc3C)CC2)c1
5	22	-4	-3	-3	-2	1	-4	4	i	CCC(CC)NC(=O)Nc1ccc(C)cc1
4	67	-5	-9	5	1	0	-9	-3	i	Nc1nc(N)c2ncc(C(=O)CCc3ccccc3)nc2n1
-10	18	-1	-13	9	0	-3	5	2	i	CCCCn1ccnc1C(=O)c1ccc(S(=O)(=O)N2CCCC2)cc1
-8	-1	-1	0	22	6	-1	·	-4	i	Cc1cc(C)cc(N(CC(=O)NCc2ccco2)C(=O)c2snc(C(N)=O)c2N)c1
7	18	-1	0	4	·	-2	0	-1	i	NC(=O)CC(NC(=O)c1ccccc1)c1ccc(NC2CCCC2)c([N+](=O)[O-])c1 (stereo not given)
4	-10	1	-8	·	0	-4	1	-7	i	O=C(O)c1ccccc1C(=O)NC1Cc2ccccc2C1
-5	-6	0	-1	1	-3	1	4	3	i	Cc1nnc(NCCc2ccccc2)[nH]c1=O
0	19	-2	16	-11	-2	0	-2	0	i	Cc1c(C(=O)OCC(=O)N(CCC#N)c2ccccc2)oc2c1ccc1ccccc12
-4	12	4	-1	2	1	·	·	-3	i	CC(Cc1ccccn1)NC(=O)c1ccc(OC2CCN(CCc3ccccc3)CC2)cc1 (stereo not given)
-12	11	-9	17	-4	-4	-1	-1	1	i	CCN1C(=O)/C(=C/c2cccs2)S/C1=N\S(=O)(=O)c1ccc(C)cc1
3	25	-2	-5	-4	-5	-5	1	0	i	CN(C)CC(O)CN1C(=O)N(CN2C(=O)N(CC(O)CN(C)C)C(=O)C2(C)C)C(C)(C)C1=O (stereo not given)
4	17	-6	-2	-4	9	1	-8	-4	i	OCc1c(Cl)nc2ccccn12
4	-9	29	30	15	1	12	2	-3	i	CC(=O)c1ccc2noc(-c3ccc(C)cc3)c2c1
5	16	-7	-5	4	1	-3	-7	0	i	c1ccc(-n2nnnc2-c2cnc(-c3cccnc3)nc2-c2cccs2)cc1
-4	18	7	24	1	5	1	3	-2	i	COc1cccc(NC(=S)N(CCCN2CCC(C)CC2)Cc2cccs2)c1
-30	13	6	40	3	-2	0	-9	1	i	O=C(C1CCOCC1)N1CCCC(N2CCN(c3ccc(F)cc3)CC2)C1 (stereo not given)
5	-1	8	-5	·	-1	1	-4	1	i	Cc1ccc(NC(=S)N(CCN(C)C)Cc2cccs2)cc1
-2	28	46	74*	-3	5	-1	1	1	i	O=C(CSc1ncnc2c1nnn2-c1ccc(F)cc1)NCC1CCCO1 (stereo not given)
15	-2	-10	-2	-3	8	0	6	4	i	Cc1c(NC(=O)c2cnn3cccnc23)c(=O)n(-c2ccccc2)n1C
28	14	6	2	1	0	-2	4	0	i	CCOC(=O)Cn1c(=O)oc2cc(S(=O)(=O)Nc3cc(Cl)ccc3OC)ccc21
3	21	-1	2	3	1	0	1	1	i	CCc1ccc(C2CC(=O)N(c3ccc(F)cc3)C3=C2C(=O)OC3)cc1 (stereo not given)
-9	0	-9	5	0	0	-1	-3	1	i	O=C(NCc1ccncc1)C(=O)NCC1OCCCN1S(=O)(=O)c1ccccc1 (stereo not given)
1	14	-5	-5	2	-3	0	3	1	i	CCCNC(=O)CS(=O)(=O)Cc1nc(-c2ccccc2C)oc1C
-7	19	5	5	-3	0	-1	9	-1	i	CCN(CC)c1ccc(NC(=O)CN2CCN(S(=O)(=O)c3cc(Cl)ccc3OC)CC2)cc1
-1	5	-2	2	·	1	1	6	2	i	Cc1ccc(C(=O)N/C(=C\c2cccs2)C(=O)NCC2CCCO2)cc1C (stereo not given)
0	-15	3	-6	-5	·	-1	2	-1	i	Cc1sc(NC(=O)CN2C(=O)NC3(CCCC3)C2=O)nc1-c1ccc(F)cc1
1	24	-2	11	0	-2	-2	-1	-1	i	CC(NC(=O)c1ccccc1Br)c1nnc(SCC(=O)NC2CCCCC2)n1C (stereo not given)
-3	16	3	2	3	-1	-2	3	-4	i	Cc1ccc(CN2CCN(C/C(Cl)=C/c3ccccc3)CC2CCO)o1 (stereo not given)
·	·	·	·	11	8	-1	-5	·	·	COc1ccc(C2CC(=O)Nc3ccccc3S2(=O)=O)cc1OC (stereo not given)

Structural class: the compounds so far containing an NH in an aromatic ring
Platelet DG rel	AI-2 QS modul	HSF1 inhib	HSF1 activator	DYRK1A inh	HSP90 refold inh	GSK3A inh	HDAC3 inhib	GSK3B inh	PolyA inhibitor	SMILES
-1	7	3	11	-7	0	0	-16	1	i	COc1cccc(C2c3[nH]c4ccccc4c3CCN2Cc2cnn(C)c2)c1 (stereo not given)
-5	-6	0	-1	1	-3	1	4	3	i	Cc1nnc(NCCc2ccccc2)[nH]c1=O

Remaining list, next part.
Platelet DG rel	AI-2 QS modul	HSF1 inhib	HSF1 activator	DYRK1A inh	HSP90 refold inh	GSK3A inh	HDAC3 inhib	GSK3B inh	PolyA inhibitor	SMILES
1	5	0	-21	·	0	-1	7	2	i	Cc1nn(-c2ccccc2)c(Cl)c1/C=N/NC(=O)CCNc1n[nH]c(=O)[nH]c1=O
4	30	-3	0	3	0	-3	0	0	i	CC(C)NC(=O)c1ccccc1NC(=O)c1ccccc1N(C)S(C)(=O)=O
5	-4	-1	-3	-4	0	-5	-8	-1	i	COc1cccc(N2CCN(C3CC(=O)N(c4ccc(F)c(Cl)c4)C3=O)CC2)c1 (stereo not given)
-1	15	-5	-5	3	-1	-1	2	-4	i	C[C@@H]1NC(=O)c2cc([N+](=O)[O-])cc(I)c2OCC[C@@H](C(N)=O)NC(=O)[C@H](CCCCN)NC1=O
8	31	-3	-11	2	-2	3	2	0	i	O=C(NC(N1CCCC1)C(Cl)(Cl)Cl)c1ccccc1 (stereo not given)
5	-10	-2	-1	0	-3	-1	0	-1	i	Cc1ccc(NC(=O)C2C(=O)N(C)c3ccccc32)cc1 (stereo not given)
-1	-4	20	15	3	-3	0	1	1	i	COc1cccc(/C=N/NC(=O)c2c(-c3ccccc3)noc2C)c1
1	14	4	10	·	-2	-3	1	0	i	COC(=O)COn1c(-n2nc(C)cc2C)nc2ccccc2c1=O
12	8	-8	-1	-4	-4	-4	1	3	i	COC(=O)CCCC(=O)NC1CCCN(C2Cc3ccccc3C2)C1 (stereo not given)
-2	17	-3	10	3	-1	0	8	-4	i	COc1ccccc1C(OC(=O)c1ccco1)C(=O)NC(C)(C)C (stereo not given)
-1	20	-10	1	-5	1	-2	15	-1	i	CCOC(=O)N1CCN(Cc2nc(-c3ccc(C)cc3)no2)CC1
5	30	5	4	-5	·	-4	0	1	i	O=C(Nc1ccccc1)OCC1CCCO1 (stereo not given)
17	-44	14	35	4	1	3	?	3	i	S=C(NCc1ccc2c(c1)OCO2)Nc1ccc(-c2nc3ccccc3[nH]2)cc1
-1	21	3	-4	·	2	3	-5	-3	i	Cc1ccc(OCCOCCN2CCN(C)CC2)c([N+](=O)[O-])c1
-1	-3	-1	8	-1	-4	-5	2	1	i	COc1ccc(C(=O)N2CCC(N3CCN(c4ccccc4)CC3)CC2)cc1
8	-60	-4	0	-4	·	-2	7	0	i	COc1ccc(C(=O)COC(=O)C2CC3CCCC(C2)C3=O)cc1Br (stereo not given)
0	9	-3	14	-1	2	·	-3	0	i	Cn1cc(CN2CCN(c3ccccc3)CC2)c2ccccc21
5	5	-4	4	-9	7	-1	-7	0	i	CCC(=O)Nc1ccc2c(c1)N(C(C)=O)c1ccccc1CC2
-1	48	5	24	-3	-6	·	·	4	i	O=C(N/N=C/c1c(Cl)[nH]c2ccccc12)c1sc2ccccc2c1Cl
3	17	4	0	-9	·	-3	2	1	i	O=C(COC(=O)c1cc([N+](=O)[O-])ccc1N1CCOCC1)Nc1ccccc1OC(F)F
-1	·	12	23	17	-4	-1	1	·	i	C/C(=N/NC(=O)c1cccs1)c1ccc(NC(=O)COc2ccc(Cl)cc2Cl)cc1
4	11	-5	-11	-5	0	0	4	0	i	CCOc1ccc2c(c1)/C(=N/N1C(=O)c3ccccc3C1=O)C(=O)N2
-2	14	4	4	-1	2	-1	0	1	i	CCC(C)NC(=O)[C@@H]1CSC2c3ccccc3C(=O)N21 (stereo not given in full)
1	22	-3	4	1	-2	·	·	-1	i	Cc1nnc(SCCN2CCOCC2)n1C
6	12	8	19	3	1	1	-2	5	i	O=C(Nc1ccc(N2CCOCC2)c(Cl)c1)c1ccc2c(c1)OCCO2
-3	17	-5	14	-5	2	2	7	2	i	O=C(O)c1nn(-c2cccc(C(F)(F)F)c2)ccc1=O
-3	13	-2	11	9	-1	5	1	0	i	CCN(CC)CCNC(=O)c1ccc2c(c1)ncn2C1CCCCC1
·	·	·	·	2	1	5	3	·	·	COc1cc(OC)c(-c2c3cc(O)c(=O)cc-3oc3cc(O)c(O)cc23)cc1OC
-15	35	5	29	-1	1	·	·	0	i	Cc1c(NC(=O)/C(C#N)=C/c2ccc(-c3ccc(Cl)c(Cl)c3)o2)c(=O)n(-c2ccccc2)n1C
-1	4	-7	-25	1	·	0	?	-2	i	CCOc1ccc(CCNC(=O)COC(=O)/C=C/c2ccccc2)cc1OCC
-31	1	-4	4	-1	-6	1	1	5	i	Cc1ccc(N2CC(=O)N(NC(=O)c3sc4nc(C)cc(C)c4c3N)CC2=O)cc1
-3	27	-9	-12	2	6	2	-8	2	i	O=C(CN(Cc1ccco1)S(=O)(=O)c1ccccc1)N/N=C/c1ccccc1C(=O)O
23	4	25	55*	3	-1	0	4	-4	i	C=CCc1cccc(/C=C/c2cc(=O)c3ccccc3[nH]2)c1O
2	17	3	6	-9	-4	·	2	-4	i	CCOC(=O)c1cc(-c2ccc(F)cc2)n(CC(=O)NC(C)CC)c1C (stereo not given)

From PubChem BioAssay
